Sm TGR block – inhibitors of Schistosoma mansoni thioredoxin glutathione reductase; AID 485364; Q962Y6; purified TGR, DTNB reduction, TNB absorbance 405 nm; 360,000 compounds, 3% hits; Potency, µM (series often up to 114 µM), without a hit: at the top dose activity change, negative = inhibition, usual class: inhibitors; further: potency means the concentration at half of the fitted maximal effect; on the % scale 0 is the no-effect control and ±100 the full control effect; nearly all actives have a fitted effect of over 60% in size
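Kinetic colorimetric format: TGR-catalysed, NADPH-driven DTNB reduction monitored via TNB absorbance. Enzyme dispensed at 20 nM; compound exposure 15 min at room temperature before reaction start.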
Giardia FBPA inh – blocks Giardia fructose-bisphosphate aldolase activity; A8B2U2; purified Giardia FBPA; Potency, µM (highest dose often 59.6 µM), for the others: at the highest dose activity, negative = inhibition, hits mostly inhibitors; 290,000 compounds, 0.71% hits; AID 2451; further: potency means the concentration at half of the fitted maximal effect; on the % scale 0 is the no-effect control and ±100 the full control effect; nearly all actives have a fitted effect of over 55% in size
Target sequence (A8B2U2 whole entry, looked up): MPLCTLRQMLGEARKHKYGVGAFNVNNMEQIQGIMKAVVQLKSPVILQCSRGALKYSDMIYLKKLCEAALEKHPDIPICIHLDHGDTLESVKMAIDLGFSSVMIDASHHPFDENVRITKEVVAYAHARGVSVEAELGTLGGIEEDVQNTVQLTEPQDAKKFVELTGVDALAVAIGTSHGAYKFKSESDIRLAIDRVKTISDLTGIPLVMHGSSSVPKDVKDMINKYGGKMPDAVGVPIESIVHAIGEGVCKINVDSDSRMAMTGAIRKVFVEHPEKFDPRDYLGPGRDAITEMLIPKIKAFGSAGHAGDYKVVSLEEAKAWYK
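40 nM FBPA preincubated 10 min at RT with compound (up to 57.5 uM final), then substrate plus GAPDH/TPI/NAD/arsenate coupling and diaphorase/resazurin added. Fluorescence read after 20 min at RT, 525/598 nm.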
CHX counter – counter-screen hit for Shiga toxin inhibitors, cycloheximide. cell reporter, cycloheximide protein synthesis inhibition counterscreen. max response, %. 300,000 compounds, 12% hits. AID 2314; in the data active means max response mostly above about 13%, no sharp cut-off; inactive means mostly below about 14%; further: read at 38.3 µM for the half of the compounds with a filed dose; 0% is about no effect
Pf growth 96h – P. falciparum growth inhibition at 96 hours | 320,000 compounds, 6.9% hits | P. falciparum luciferase reporter growth, 96 h | Potency, µM (top dose mostly 28.7 µM), for the others: at the highest dose activity change, negative = inhibition, most hits filed as inhibitors; further: potency means the concentration at half of the fitted maximal effect; on the % scale 0 is the no-effect control and ±100 the full control effect
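Compounds incubated with erythrocytes infected by luciferase-expressing P. falciparum (2% hematocrit, 0.05% parasitemia final) for 96 hours, 37 C in 5% CO2. Growth inhibition scored as decreased luciferase luminescence.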
Pf growth 48h – inhibits P. falciparum growth in the first generation, 48 h | P. falciparum luciferase growth in erythrocytes, 48 h | Potency, µM (doses to about 28.7 µM), without a hit: at the highest dose activity change, negative = inhibition, actives largely listed as inhibitors | 310,000 compounds, 5.9% hits; further: potency means the concentration at half of the fitted maximal effect; on the % scale 0 is the no-effect control and ±100 the full control effect
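Parasite viability was followed by luminescence of a genomically integrated firefly luciferase. Cultures held 0.1% parasitemia at 2% hematocrit (final), incubated under 5% CO2 at 37 C.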
Shiga toxin inh – inhibitors of Shiga toxin in Vero cells | AID 2315 | Vero cells, Shiga toxin protein synthesis inhibition reporter | inhibition, % at 38.7 µM | 290,000 compounds, 9.2% hits; in the data active means inhibition mostly above about 28%, no sharp cut-off; inactive means mostly below about 43%; further: 0% is about no effect
An asterisk follows results filed as active; ? = inconclusive; . = not tested or not shown; & = joins results of further samples; [ ] = remark or other dose. Unless noted, the call rests on the fitted dose curve; in most records, active means well fitted curve in the direction sought with a large enough effect; inconclusive means small, poorly fitted or top-dose-only effect, or another doubt; inactive means no such curve, though single readings can be large; an effect the other way counts as inactive or inconclusive. This is a random part of the collection, and some 24% of all compounds hit somewhere here.

structure	Sm TGR block	Giardia FBPA inh	CHX counter	Pf growth 96h	Pf growth 48h	Shiga toxin inh
Cc1ccc(S(=O)(=O)N(CC(=O)N/N=C/c2ccc(F)cc2)c2cccc3cccnc23)cc1	2%	3%	19	19%	20%	-7
COC(=O)C(NC(=O)c1ccccc1)=C1CCCCC1	7%	0%	-4	8%	35%[activator]	0
CCC(C)Nc1nc(-c2c[nH]c3ccccc23)cs1 (stereo unspecified)	1%	?	31*	?	8.3µM*	15
COc1cc(OC)c(S(=O)(=O)NCc2cccnc2)cc1NC(C)=O	9%	3%	-7	-24%	48%[activator]	-8
CC(C)(C)OC(=O)NCCCC[C@H](NC(=O)[C@H](Cc1c[nH]c2ccccc12)NC(=O)OCc1ccccc1)C(=O)O	-11%	1%	1	-5%	-13%	-3
CCN(CC)C(=O)C(=O)c1ccn(-c2c(C)csc2C(=O)OC)c1	7%	1%	-2	-5%	-11%	-5
O=C(Nc1c(Cl)cccc1Cl)C1CCC1	4%	-8%	2	10µM*	6%	-11
Cc1ccc(OCC(=O)NCC(=O)n2nc(C)cc2C)cc1	1%	2%	-1	?	4%	-2
COc1cc(/C=N/NC(=O)c2cccc3ccccc23)cc(OC)c1OC	2%	-3%	-5	?	?	-15
CCSC1=N/C(=C\c2ccc(C(=O)O)cc2)C(=O)S1	-20%[11.4 µM]	7%	-3	13µM*	.	-18
CCOC(=O)/C(=N\Nc1cc(Cl)ccc1Cl)N1CCOCC1	-11%	0%	-5	72%[activator]	25%	17
COc1ccc(/C=N/n2c(SC)nnc2-c2ccccc2)c(OC)c1OC	-12%	8%	5	-21%	?	-5
CCc1cccc(CC)c1N(COC)C(=O)Cn1c(CO)nc2ccccc21	0%	21%	-3	?	?	-2
Cc1nc(SCC(=O)N(CC(C)C)C2CCS(=O)(=O)C2)c2ccccc2n1 (stereo unspecified)	-16%	.	.	?	?	.
COc1ccc(NC(=O)N2CC(C)OC(C)C2)cc1OC (stereo unspecified)	-1%	-24%	1	5%	25%	11
Cc1ccc2[nH]c3c(c2c1)CN(C(=O)CN1CCN(C(=O)c2ccco2)CC1)CC3	-29%	-13%	-3	?	-16%	-7
CC(=O)NCC(=O)NC1CCCc2c1cnn2-c1ccccc1F (stereo unspecified)	-17%	-2%	5	-6%	6%	.
CC(=Nc1ccccc1)C1=C(O)CCCC1=O	-4%	2%	-5	12µM*	2%	-2
CCn1c(=O)c(C(=O)NCc2ccc(Cl)cc2)c(O)c2ccccc21	-4%	-10%	-2	273%[activator]	?	-6
CC(=O)c1ccc(S(=O)(=O)NCCC(=O)NCCc2c[nH]c3ccccc23)cc1	?	.	.	-17%	?	.
C/C(=N/NC(=O)c1cccc(N2CCCC2=O)c1)c1ccncc1	2%	1%	48*	6%	68%[activator]	55*
CCn1cc(C(=O)N[C@@H](CCSC)C(=O)NCCOC)c(=O)c2cc3c(cc21)OCO3	11%	8%	-2	12µM*	?	2
COc1cc(NC(=O)C2CCN(S(=O)(=O)c3ccc4c(c3)CC(C)N4C(C)=O)CC2)cc(OC)c1OC (stereo unspecified)	0%	.	-3	19%	?	-4
NC(=O)C(=O)N/N=C/c1c[nH]c2ccc(Br)cc12	8%	-8%	4	4%	1%	21
O=S(=O)(NCC(c1cccnc1)N1CCN(c2ccccc2)CC1)c1cccs1 (stereo unspecified)	0%	6%	-2	?	.	-4
CCn1c(Cc2ccccc2)nnc1SC(C)C(=O)NC1CC1 (stereo unspecified)	-6%	.	.	-19%	0%	.
CN(N)c1nc(-c2ccccc2)cc(-c2ccccc2)n1	-23%	8%	-1	83%[activator]	-10%	-2
CCNc1nc(Cl)nc(N(NC(C)=O)C(C)CC)n1 (stereo unspecified)	-6%	5%	-1	13%	.	-6
COc1cc(S(=O)(=O)N2CC(=O)Nc3ccccc32)ccc1NC(C)=O	1%	6%	-5	6%	-10%	-4
CCc1c(C)sc2nc3c(C(=O)N4CCOCC4)cc(C(=O)c4ccccc4O)cn3c(=O)c12	-10%	-10%	1	?	?	-9
O=C(NNC(=O)c1ccc2nonc2c1)Nc1ccc(Cl)cc1	0%	1%	-2	2%	5%	-14
COc1cccc(Nc2nnc(SCc3cc([N+](=O)[O-])cc4c3OCOC4)s2)c1	2%	2%	-5	-3%[5.75 µM]	-20%	-21
O=C(C1=C(O)C(=O)N(CCCn2ccnc2)C1c1ccccc1)c1ccco1 (stereo unspecified)	-20%	-19%	-2	?	7%	-2
CC[C@@H](CCC=C(C)C)C(=O)N(Cc1ccccc1)c1ccccc1	?	.	.	?	8.3µM*	.
CCOC(=O)/C=C1\NC(C)(C)Cc2cc(OC)c(O)cc21	12%	-6%	-8	31%[activator]	?	-1
CC(=O)Nc1ccc2[nH]c(C)cc(=O)c2c1	3%	-1%	-1	-27%	.	-9
c1csc(-c2csc3nc(CN4CCOCC4)nc(NCc4ccc5c(c4)OCO5)c23)c1	-20%	2%	8	8.3µM*	?	1
Cc1cc(C)cc(NC(=O)COC(=O)c2cc(C)oc2C)c1	1%	-1%	-3	11%	11%	5
C/C(=N\NC(=O)c1cccnc1)c1c(O)cc(C)oc1=O	1%	2%	21*	13%	22%	34*
CCOc1cc(-c2nc(-c3ccccc3)c(-c3cc([N+](=O)[O-])ccc3C)[nH]2)ccc1O	-2%	9%	1	?	?	5
O=C1c2ccccc2C(=O)N1CCOc1cccc(Br)c1	-17%	.	28*	42%[activator]	33%[activator]	52*
CCOc1ccccc1CNS(=O)(=O)c1cc(-c2cc(C)no2)ccc1C	3%	.	5	?	-1%	-5
CCOc1ccc(N2CC(C(=O)Nc3ccc(S(=O)(=O)N4CCOCC4)cc3)CC2=O)cc1 (stereo unspecified)	-1%	12%	3	.	-13%	-3
Cc1ccc(C(=O)NCCCNC(=O)Cc2ccccc2)cn1	-7%	4%	-4	?	5%	-15
Cc1nc2sc(C(c3ccc(Br)cc3)N3CC(C)OC(C)C3)c(O)n2n1 (stereo unspecified)	-13%	-2%	-1	119%[activator]	-19%	-9
O=C(COC(=O)C1CCN(S(=O)(=O)c2ccc3c(c2)OCCO3)CC1)Nc1ccc(C(F)(F)F)cc1	-7%	2%	1	30%	16%	-3
CCc1nnc(NC(=O)CSc2nnc(-c3ccco3)o2)s1	0%	?	-4	?	16%	-16
O=C(c1cccnc1)N1CCN(C(=O)c2cccs2)CC1	-8%	2%	2	2%	6%	-18
Cc1ccccc1-n1c(Cn2c(=O)sc3ccccc32)nnc1SCC(N)=O	-7%	?	-3	26%	12%	1
O=C(Nc1cnccn1)C1c2ccccc2Oc2ccccc21	-8%	6%	-2	.	2%	-7

(cont.)
structure	Sm TGR block	Giardia FBPA inh	CHX counter	Pf growth 96h	Pf growth 48h	Shiga toxin inh
CCCc1ccc2oc(C(=O)N3CCC(N4CCCC(O)C4)CC3)c(C)c2c1 (stereo unspecified)	?	.	13	-8%	?	13
CCn1nnnc1SCC(=O)c1cc(OC)ccc1OC	1%	-2%	-2	.	-2%	0
COc1cccc(C(=O)Nc2nnc(SCC(=O)NC3CCCC3)s2)c1	-15%	-15%	7	10%	31%[activator]	31
Cc1ccc(C)c(OCCC(=O)N2CCN(S(=O)(=O)c3cc(C)ccc3C)CC2)c1	-5%	.	.	?	?	.
COCCCN(C(=O)c1cc(Cl)nc2ccccc12)c1c(N)n(Cc2ccccc2)c(=O)[nH]c1=O	0%	.	.	4%	-5%	.
COc1ccccc1NC(=O)CSc1nc2sc3c(c2c(=O)n1-c1ccccc1)CCN(C)C3	-22%	-13%	33*	1.7µM*	1.7µM*	36*
Cc1cc(C)c(NC(=O)c2ccoc2C)c(C)c1	-25%	6%	-4	-21%	.	-7
COc1ccc(OC)c(C2=Nn3c(nnc3-c3ccccc3C)SC2)c1	.	-16%	8	.	.	-10
CC1(C)CC(=O)C=C(Nc2ccccc2F)C1	3%	-1%	13	-1%	-13%	14
O=C(COc1ccc(S(=O)(=O)NC2CCCCC2)cc1Cl)NCc1cccnc1	-3%	-22%	1	.	-15%	-12
CC(=O)Oc1ccc(C2(c3ccc(OC(C)=O)cc3)C(=O)Nc3ccccc32)cc1	.	9%	-5	?	-1%&1%	-5
Cc1ccccc1C(=O)NNC(=S)NC(=O)c1ccccc1	-2%	?	17*	?	?	28*
CN(CCNC(=O)C1CCN(S(=O)(=O)c2cnc[nH]2)CC1)Cc1ccccc1	-5%	2%	-2	8%	4%	-9
CCCc1ccc(NC(C)C(=O)Nc2ccc(S(=O)(=O)N3CCOCC3)cc2)cc1 (stereo unspecified)	5%	.	.	5.2µM*	?	.
C=CCn1c(C)cc(-c2csc(NC(=O)C3=COCCO3)n2)c1C	-23%	.	.	?	5.2µM*	.
CCN(CC)S(=O)(=O)c1ccc(O)c(C(=O)OCC(=O)N2CCCC2)c1	-5%	-3%	-3	-2%	10%	-11
CCc1ccccc1NC(=O)COc1ccc2oc(-c3ccc(OC)cc3)cc(=O)c2c1	-9%	5%	-3	?	2%	-4
CC(C)(C)c1ccc(-n2ncc3c2CCCC3NC(=O)CCN2CCCCC2=O)cc1 (stereo unspecified)	0%	.	11	94%[activator]	?	-33
Cc1cc(C)nc(N/N=C/C(Cl)=C/c2ccccc2)n1	-12%	-15%	30*	3.7µM*	.	50*
O=C(CSc1ncn(-c2ccccc2)n1)Nc1nc2c(s1)CCCC2	-7%	-7%	11	.	11%	23
CC(C)c1ccc2c(c1)C(c1cccs1)=NNC(c1ccncc1)=N2	29%	0%	22*	18%	?	76*
O=S(=O)(/N=C(/c1ccc(F)cc1)N1CCCCC1)c1ccc(Cl)cc1	6%	3%	-2	121%[activator]	-16%	-13
CS(=O)(=O)c1nc(S(=O)(=O)c2ccc(Cl)cc2)c(N2CCCCCC2)s1	-13%	-5%	-3	13µM*	?	12
COc1ccccc1CC(=O)NCC1CCCO1 (stereo unspecified)	-6%	0%	9	16%	8%	10
CC(=O)c1cccc(NC(=O)N2CCCC2C(=O)Nc2ccccc2C)c1 (stereo unspecified)	-16%	-1%	-2	?	8%	-3
COC(=O)CSc1nc(N)nc(C)c1Br	-6%	-13%	-3	2%	5%	-14
COc1ccc(S(=O)(=O)NCCSc2ccccc2)cc1OC	-1%	19%	-2	?	-7%	-4
CC(C)(C)OC(=O)N1CCCC(C(=O)CC#N)C1 (stereo unspecified)	0%	-10%	-8	0%	?	-7
COc1ccc(-c2csc(NC3CCCCC3)n2)c(OC)c1	0%	1%	26*	?	9.3µM*	60*
COc1ccc(NC(=O)Cc2ccccc2F)cn1	0%	-5%	13	?	30%	37
CCCCC(=O)Nc1cc(NC(=O)CCCC)cc(C(=O)O)c1	3%	3%	-3	.	-8%	-3
